Insulin prom up: MIN6 insulin promoter up-regulation. actives 0.3% (n = 190,000). MIN6 insulin promoter-GFP reporter, high-content imaging; hits give high values. z-score at 5 µM;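 active = z-score above 3 at 5 µM with at least 500 cells counted in the well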
PhoP inhibition: PhoP-dependent GFP reporter repression – Salmonella Typhimurium, primary screen (AID 1863) | actives 0.16% (n = 300,000) | S. Typhimurium PhoP-regulated promoter GFP reporter, 4 h; higher % means a stronger effect | one-dose inhibition, % at 50 µM; IC50 in µM for titrated hits;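 active = inhibition over 29.93%, a cutoff 3 SD above the screen mean, later confirmed by dose response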;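 note: 0% = low Mg2+ inducing control and 100% = high Mg2+ repressing control; strong numbers were not always called active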
b-catenin transl: beta-catenin nuclear translocation modulation; HeLa beta-catenin nuclear translocation, immunofluorescence imaging; nuclear translocation activity, % at 5 µM; actives 0.3% (n = 190,000); AID 1665;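 active = nuclear translocation activity above 50% at 5 µM, with a well cell count of 50 or more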;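 note: per-cell ratio of nuclear to cytoplasmic median beta-catenin stain intensity; plate controls were DMSO negative control for no effect and GSK-3 inhibitor IX positive control for full effect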
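test system = HeLa cells, endogenous beta-catenin | dosing = single 5 µM dose plus 0.02–20 µM confirmation series | times = compound treatment 24 h, 37°C, 5% CO2 | technique = beta-catenin immunofluorescence imaging with DAPI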
MT stabilize HCS: microtubule stabilization, imaging screen; HeLa tubulin immunostaining HCS, 24 h; share of cells brighter than vehicle mean+2SD; % tubulin-high responders, % at 10 µM; actives 0.83% (n = 200,000);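 active = plate Z-score above 3 for both tubulin-high and condensed-nucleus cell shares, with cell loss under 80%, at 10 µM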;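 note: anti alpha tubulin signal scored within the nucleus-defined area of each cell; some results filed as inactive read as strong as hits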
ER stress rescue: rescue of cells from ER stress-induced death, primary screen, 384-well, CSM14.1, thapsigargin, ATP luminescence (AID 1222); CSM14.1 thapsigargin-induced death rescue, ATP luminescence; higher % means a stronger effect; cellular ATP content (survival), % at 20 µM; hits with a dose series show EC50 in µM; 190,000 tested, under 10 active;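 active = EC50 below 50 µM in the dose-response confirmation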;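 note: death triggered by thapsigargin at about 15 µM added after 2 h compound pretreatment; cell ATP read after overnight thapsigargin exposure of roughly 18 to 22 hours; normalized against plate controls of thapsigargin alone and 5% DMSO vehicle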
Autophagy mod: autophagy modulation, high-content screen; MEF GFP-LC3 puncta imaging; test concentration mostly 10 µM; calls only at 10 µM (by protocol); actives 0.98% (n = 190,000); AID 463193;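 active = percentage of spot-positive cells more than 3 SD above its plate mean, without a fluorescence outlier flag or 80% toxicity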;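 note: spot-positive cell cutoff set from DMSO-treated cells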
T cell modulator: T cell immune modulation candidate | AID 2052 | calls only at 7 µM | 2C CD8+ T cell-vesicle binding, flow cytometry; hits give low values | actives 0.068% (n = 330,000);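 active = response, share of CD8 T cells binding vesicles, and their 90th percentile fluorescence all below set limits, cut at about 80% in these data, passing the limit was not always enough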
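incubation = binding step 1.5 h, 37 °C, antibody labelling 20 min, ice | test system = 2C mouse CD8+ T cells | read-out basis = percent CD8+ FL2 mean versus row control | controls = Peptide-free naked vesicles (low) and QL9 vesicles with 0.7% DMSO vehicle (high) | detection = flow cytometry of vesicle-bound cells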
Dynein transport: blocks dynein driven cargo transport along microtubules | 3617.4 mouse cells, GR-EGFP nuclear translocation imaging; test concentration mostly 20 µM; stimulated with dexamethasone, 1 µM; hits give low values | z-score, hits read low | actives 0.47% (n = 220,000);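 active = plate z-score of nuclear minus cytoplasmic receptor signal below a set negative limit, without overly bright fluorescence or cell loss, cut at about -3.5 in these data, passing the limit was not always enough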;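 note: z-score of nuclear minus cytoplasmic ring GR-EGFP intensity difference per well; some compounds called inactive have numbers as strong as hits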
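Buffer or medium: tet-free, stripped-serum medium; reagent: dexamethasone at 1.0 µM final, 30 min; incubation: 48 h induction, 1 h compound, 30 min dex at 37 °C; measured by: formaldehyde fixation, Hoechst nuclear stain, 10x automated fluorescence imaging; read-out: nuclear-to-cytoplasmic GR-EGFP distribution per well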
Hep lipid drop: modulators of hepatic lipid droplet formation. AML12 mouse hepatocytes, oleate lipid droplets, BODIPY imaging. inhibition, % at 6.5 µM. actives 0.4% (n = 240,000);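 active = lipid droplet intensity inhibited by at least 50%, with more than 500 cells counted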
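Material – mouse AML12 hepatocyte cell line, fixed after treatment · Compound dosing – one dose, 6.5 µM compound · Times – compound with oleate, overnight · Measured by – Image-based BODIPY and DAPI two-channel analysis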
Dynein transport cytoplasmic EGFP: also measured in Dynein transport; calls as there; z-score; measured here: cytoplasmic GR-EGFP intensity; hits give high values
Dynein transport nuclear GR-EGFP: further read-out of Dynein transport, marked with its call; z-score; measured here: nuclear GR-EGFP intensity;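 lower value marks the stronger effect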
Dynein transport cell count: also measured in Dynein transport; calls as there; z-score; measured here: cell count per field
Insulin prom up cell count: recorded beside Insulin prom up, whose call it bears; cell count; measured here: cytotoxicity, nuclei count;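 total cells summed across four imaged fields per well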
Hep lipid drop cells 6.5 µM: further read-out of Hep lipid drop, marked with its call; cell count; measured here: cell count, cytotoxicity flag;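 cells counted across two imaged fields per well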
b-catenin transl cell count 5 µM: also measured in b-catenin transl; calls as there; cell count; measured here: cell count, cytotoxicity flag
T cell modulator vesicle-bound %: further read-out of T cell modulator, marked with its call; double positive events, %; measured here: CD8+ vesicle-bound cell fraction;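 binding gate set so that unloaded-vesicle control wells show 10% double positive cells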
MT stabilize HCS Hoechst-high %: second read-out of MT stabilize HCS, no call of its own (marks repeat the call); % Hoechst-high responders; measured here: nuclear condensation Hoechst responders;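 share of cells brighter than vehicle mean plus two SD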
MT stabilize HCS cytotoxicity %: also measured in MT stabilize HCS; calls as there; toxicity, %; measured here: cytotoxicity by cell density;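 0% = mean cell density of plate MIN control wells and 100% = no cells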
Autophagy mod cell loss 18 h: second read-out of Autophagy mod, no call of its own (marks repeat the call); toxicity, %; measured here: cell loss, nuclei count;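 cell loss after 18 h compound exposure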
* = called active by the depositor; i = inactive; . = not tested or not shown; + = active, no number.

[1] Cc1ccc2c(Cl)c(C)c(N3CCCC3)nc2n1
[2] Cc1ccc(F)cc1NC(=O)N1CCCN(c2ccc(C(F)(F)F)cn2)CC1
[3] CSc1ccc(S(=O)(=O)NCc2ccc(Cl)cc2)cc1
[4] Cc1cc(C)cc(OCC(=O)OCCN2C(=O)c3ccccc3C2=O)c1
[5] CCOC(=O)c1[nH]c2ccc(OC)cc2c1NC(=O)CCN1CCSCC1
[6] CCN(CC)CCN(C)c1ccc(N2C(=O)C3CC=CCC3C2=O)cc1[N+](=O)[O-] (stereo unspecified)
[7] Cc1cc(NS(=O)(=O)c2ccccc2)no1
[8] CCCN(CCC)CCNC(=O)Cn1cnc2sc(C)c(S(=O)(=O)N3CCOCC3)c2c1=O
[9] CC(=O)Nc1cccc(OCC(O)Cn2c(C)nc3ccccc32)c1 (stereo unspecified)
[10] Cc1ccc(/C=N/NC(=O)CNC(=O)c2ccc(S(=O)(=O)N(C)C)cc2)cc1

Compound | 1 | 2 | 3 | 4 | 5 | 6 | 7 | 8 | 9 | 10
Insulin prom up | -0.2 | 0.18 | -0.42 | 0.92 | -0.06 | -0.1 | -0.27 | . | . | -0.29
Insulin prom up cell count | 1220 | 1125 | 1288 | 862 | 1325 | 1286 | 1929 | . | . | 1513
PhoP inhibition | 0% | -4% | -18% | 3% | 6% | -7% | -15% | . | 6% | -14%
b-catenin transl | -5.9 | -1.0 | . | . | 0.0 | -0.7 | -3.1 | . | 4.2 | -0.8
b-catenin transl cell count 5 µM | 567 | 1283 | . | . | 577 | 1072 | 1098 | . | 494 | 960
MT stabilize HCS | 3.6 | . | 2.2 | 1.1 | 3.3 | 3.6 | 6.8 | 2.9 | 3.7 | 1.6
MT stabilize HCS Hoechst-high % | 2.3 | . | 1.4 | 1.6 | 2.5 | 2.6 | 1.5 | 2.5 | 2.1 | 2.8
MT stabilize HCS cytotoxicity % | 5.3 | . | 3.6 | 5.8 | 6.5 | 8.7 | 6.0 | 3.8 | 6.6 | 7.7
ER stress rescue | 1.5% | . | -1.5% | -0.4% | -0.7% | -0.3% | . | . | -6.2% | -0.6%
Autophagy mod | i | . | i | i | i | + | . | i | i | i
Autophagy mod cell loss 18 h | 25 | . | 23 | 0 | 10 | 8.3* | . | -7 | -4 | 2
T cell modulator | i | i | i | i | i | i | i | i | i | i
T cell modulator vesicle-bound % | 37 | 24 | 27 | 50 | 2 | 33 | 33 | 27 | 24 | 58
Dynein transport | -0.21 | -0.27 | -1.5 | -0.44 | -0.49 | 0.03 | -0.31 | 2.7 | 0.047 | -0.26
Dynein transport cytoplasmic EGFP | -0.22 | -0.18 | -0.28 | -0.064 | -0.31 | 0.63 | 0.11 | -0.19 | -0.27 | -0.35
Dynein transport nuclear GR-EGFP | -0.13 | 0.23 | -0.7 | -0.41 | 0.32 | 0.18 | 0.14 | 1.4 | -0.12 | -0.57
Dynein transport cell count | -0.019 | 1.3 | 1 | 0.96 | 0.8 | 0.53 | -0.012 | 0.023 | 0.55 | 0.09
Hep lipid drop | 12 | 5 | -7 | 9 | -2 | 6 | -1 | . | -4 | 9
Hep lipid drop cells 6.5 µM | 676 | 643 | 713 | 818 | 722 | 682 | 672 | . | 710 | 696

Ordered by SMILES length (low to high): 8 of the compounds above
[7] Cc1cc(NS(=O)(=O)c2ccccc2)no1
[1] Cc1ccc2c(Cl)c(C)c(N3CCCC3)nc2n1
[9] CC(=O)Nc1cccc(OCC(O)Cn2c(C)nc3ccccc32)c1 (stereo unspecified)
[4] Cc1cc(C)cc(OCC(=O)OCCN2C(=O)c3ccccc3C2=O)c1
[5] CCOC(=O)c1[nH]c2ccc(OC)cc2c1NC(=O)CCN1CCSCC1
[2] Cc1ccc(F)cc1NC(=O)N1CCCN(c2ccc(C(F)(F)F)cn2)CC1
[10] Cc1ccc(/C=N/NC(=O)CNC(=O)c2ccc(S(=O)(=O)N(C)C)cc2)cc1
[6] CCN(CC)CCN(C)c1ccc(N2C(=O)C3CC=CCC3C2=O)cc1[N+](=O)[O-] (stereo unspecified)

Compound | 7 | 1 | 9 | 4 | 5 | 2 | 10 | 6
Insulin prom up | -0.27 | -0.2 | . | 0.92 | -0.06 | 0.18 | -0.29 | -0.1
Insulin prom up cell count | 1929 | 1220 | . | 862 | 1325 | 1125 | 1513 | 1286
PhoP inhibition | -15% | 0% | 6% | 3% | 6% | -4% | -14% | -7%
b-catenin transl | -3.1 | -5.9 | 4.2 | . | 0.0 | -1.0 | -0.8 | -0.7
b-catenin transl cell count 5 µM | 1098 | 567 | 494 | . | 577 | 1283 | 960 | 1072
MT stabilize HCS | 6.8 | 3.6 | 3.7 | 1.1 | 3.3 | . | 1.6 | 3.6
MT stabilize HCS Hoechst-high % | 1.5 | 2.3 | 2.1 | 1.6 | 2.5 | . | 2.8 | 2.6
MT stabilize HCS cytotoxicity % | 6.0 | 5.3 | 6.6 | 5.8 | 6.5 | . | 7.7 | 8.7
ER stress rescue | . | 1.5% | -6.2% | -0.4% | -0.7% | . | -0.6% | -0.3%
Autophagy mod | . | i | i | i | i | . | i | +
Autophagy mod cell loss 18 h | . | 25 | -4 | 0 | 10 | . | 2 | 8.3*
T cell modulator | i | i | i | i | i | i | i | i
T cell modulator vesicle-bound % | 33 | 37 | 24 | 50 | 2 | 24 | 58 | 33
Dynein transport | -0.31 | -0.21 | 0.047 | -0.44 | -0.49 | -0.27 | -0.26 | 0.03
Dynein transport cytoplasmic EGFP | 0.11 | -0.22 | -0.27 | -0.064 | -0.31 | -0.18 | -0.35 | 0.63
Dynein transport nuclear GR-EGFP | 0.14 | -0.13 | -0.12 | -0.41 | 0.32 | 0.23 | -0.57 | 0.18
Dynein transport cell count | -0.012 | -0.019 | 0.55 | 0.96 | 0.8 | 1.3 | 0.09 | 0.53
Hep lipid drop | -1 | 12 | -4 | 9 | -2 | 5 | 9 | 6
Hep lipid drop cells 6.5 µM | 672 | 676 | 710 | 818 | 722 | 643 | 696 | 682

Screening results deposited in PubChem BioAssay by several laboratories.
